# TRPC4 potent: TRPC4 (mouse) allosteric potentiation; 310,000 tested, 0.42% active; B-score at 10 µM; HEK293 TRPC4beta/mu-opioid, DAMGO EC20, Fluo-4 Ca2+ flux; stronger effect = higher value; AID 2227; Q9QUQ5;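 active = B-score of calcium response area above 5 SD of library B-scores, with initial fluorescence ratio within 5 SD of library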;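 also: B-score of integrated fluorescence ratio over time as area under calcium response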
# TRPC4 act: opens the mouse TRPC4 cation channel | Q9QUQ5 | HEK293 TRPC4beta/mu-opioid, Fluo4 calcium fluorescence; stronger effect = higher value | B-score at 10 µM | 310,000 tested, 0.49% active | AID 2237;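 active = B-score above 5 SD of library B-scores, and initial fluorescence ratio not above library mean plus 5 SD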;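 also: positive B-score marks a calcium rise read as TRPC4 activation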
#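 Test system: HEK293 cells stably co-expressing mouse TRPC4beta and mu-opioid receptor | Schedule: Fluo4 dye loading 45 min at room temperature, 110 s recording | Measured by: Kinetic Fluo4 calcium fluorescence, 5 s baseline at 1 Hz | Evaluation: B score of integrated ratio | Controls: Buffer (low) and maximal DAMGO (high)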
# hERG protect: hERG (human) protection from proarrhythmic block; Q12809; activation (rescue from dofetilide block), less the hit threshold, % at 10 µM; 310,000 tested, 0.51% active; CHO-hERG, FluxOR thallium flux, dofetilide IC70 present; AID 1511;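 active = activation above the mean of controls blocked by dofetilide plus 5 SD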;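 also: thallium influx through hERG after potassium depolarization seen as dye fluorescence rise; in these data hits start at about 4.7%; inactives centre near -7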
# Target sequence (Q12809 whole entry, looked up): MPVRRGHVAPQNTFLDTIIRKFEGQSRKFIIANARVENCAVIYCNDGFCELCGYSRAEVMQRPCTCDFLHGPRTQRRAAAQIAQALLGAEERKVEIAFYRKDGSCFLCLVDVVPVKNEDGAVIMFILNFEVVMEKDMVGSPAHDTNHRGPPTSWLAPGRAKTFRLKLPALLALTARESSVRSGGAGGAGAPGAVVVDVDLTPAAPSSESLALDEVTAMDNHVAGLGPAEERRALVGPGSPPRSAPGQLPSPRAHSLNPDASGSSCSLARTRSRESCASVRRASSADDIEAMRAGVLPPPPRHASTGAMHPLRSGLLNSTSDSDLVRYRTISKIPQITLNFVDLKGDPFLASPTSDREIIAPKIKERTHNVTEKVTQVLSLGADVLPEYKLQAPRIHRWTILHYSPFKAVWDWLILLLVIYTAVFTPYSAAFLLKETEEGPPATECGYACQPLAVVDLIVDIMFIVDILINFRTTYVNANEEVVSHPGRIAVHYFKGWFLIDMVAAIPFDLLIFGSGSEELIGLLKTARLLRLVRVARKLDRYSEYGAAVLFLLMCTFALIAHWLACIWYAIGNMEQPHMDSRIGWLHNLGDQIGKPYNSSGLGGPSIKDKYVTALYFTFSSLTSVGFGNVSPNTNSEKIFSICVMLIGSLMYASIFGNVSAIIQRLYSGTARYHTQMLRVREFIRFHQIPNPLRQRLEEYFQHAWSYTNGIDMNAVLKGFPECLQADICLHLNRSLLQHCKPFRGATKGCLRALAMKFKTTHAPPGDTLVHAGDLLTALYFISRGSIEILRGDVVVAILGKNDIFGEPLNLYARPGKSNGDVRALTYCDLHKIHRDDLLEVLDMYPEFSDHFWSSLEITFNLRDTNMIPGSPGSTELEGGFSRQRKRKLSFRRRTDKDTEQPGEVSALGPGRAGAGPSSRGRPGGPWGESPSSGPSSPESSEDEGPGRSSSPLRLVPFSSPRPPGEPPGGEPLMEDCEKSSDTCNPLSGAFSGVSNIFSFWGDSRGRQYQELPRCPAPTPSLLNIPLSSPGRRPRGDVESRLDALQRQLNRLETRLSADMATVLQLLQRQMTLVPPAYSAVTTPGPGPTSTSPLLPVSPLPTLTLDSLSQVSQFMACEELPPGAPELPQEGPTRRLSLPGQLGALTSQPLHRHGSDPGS
# Platelet DG rel: platelet dense granule release activity; 300,000 tested, 0.22% active; human platelet-rich plasma, SFLLRN dense granule ATP release, luminescence; inhibition, %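 (compounds screened at 7.5 µM in platelet-rich plasma)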;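 active = mean replicate score, as percent of positive control, at or above 50; inconclusive = mean below 50 but at least one replicate at or above 50; inactive = mean and every replicate below 50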
# PolyA inh: blocks polyadenylation in yeast reporter cells. 300,000 tested, 0.02% active. calls only at 12 µM. S. cerevisiae SKY197-pL101 polyadenylation reporter, beta-gal luminescence; efflux-impaired pdr1/pdr3 knockout yeast; score 100 = 6 SD above DMSO;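 active = lowest replicate activity score at least 50, where 100 means six control SD above control mean; inconclusive = lowest score under 50 but half or more replicates reach 50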;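 also: yeast exposed to compound for 9 h at 30 °C; higher score means more reporter readthrough which indicates perturbed polyadenylation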
# KCNQ1 act: human KCNQ1 channel potentiation or activation | P51787 | CHO-K1 KCNQ1, thallium flux FluxOR fluorescence; stronger effect = higher value | B-score at 10 µM | 310,000 tested, 0.35% active | AID 2648;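 active = fluorescence ratio B-score, a plate-corrected score, at least three library SD, with initial intensity B-score within 5 SD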
#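 Material: CHO-K1 cells stably expressing KCNQ1. Medium: assay buffer for compound exposure, DMSO matched across wells. Reagent: K+/Tl+ depolarizing stimulus. Compound dosing: single-concentration screen. Times: 37 °C overnight plating, 90-min dark dye load, 20-min compound pretreatment. Technique: FluxOR Tl+ flux fluorescence.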
# KCNK9 inh: human KCNK9 channel inhibition | 310,000 tested, 1.2% active | HEK293 KCNK9, FluxOR thallium flux fluorescence; stronger effect = lower value | Q9NPC2 | B-score at 10 µM | AID 488922;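 active = ratio B-score over 3 SD below the library mean, with starting fluorescence within 5 SD of its mean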;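 also: negative B-score means less thallium flux so channel inhibition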
# KCNQ1 block: human KCNQ1 channel inhibition; P51787; CHO-K1 KCNQ1, FluxOR thallium flux fluorescence; stronger effect = higher value; B-score at 10 µM; 310,000 tested, 1.3% active;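 active = compounds whose thallium flux B-score, printed positive for inhibition, exceeds three library SD while starting fluorescence stays within three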;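 also: channel opened by potassium depolarization with thallium stimulus after 20 min compound exposure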
# KCNK3 block: human KCNK3 channel inhibition, primary screen | O14649 | CHO-KCNK3 thallium flux, FluxOR fluorescence; stronger effect = lower value | B-score at 10 µM | 340,000 tested, 0.84% active;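 active = B-score under library mean minus 4 SD, starting fluorescence ratio at most library mean plus 5 SD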;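 also: more negative B-score means stronger inhibition of thallium flux through KCNK3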
# Dyrk1A ADPGlo: inhibitors of rat Dyrk1A kinase. Q63470. ADP-Glo luminescence, NFATc1 peptide. inhibition, % at 12.5 µM. 310,000 tested, 0.43% active. AID 504441; in the data active = inhibition above about 50%;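 also: plate controls were vehicle with enzyme for no effect and no enzyme for full effect; many of its hits are not listed in these tables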
# TRPC4 inh: blocks the mouse TRPC4 cation channel; HEK293 TRPC4beta/mu-opioid, DAMGO-evoked Fluo4 calcium flux; stronger effect = lower value; Q9QUQ5; 300,000 tested, 0.39% active; B-score at 10 µM; AID 2247;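 active = B-score over 3 SD under the library average, no early fluorescence shift, positive overall ratio signal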
#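 System: stable TRPC4beta/mu-opioid receptor HEK293 cells; Dosing: single-point compound dosing; Measured by: Fluo4 Ca2+ flux fluorescence; Read-out basis: per-well B score of integrated baseline-normalized Fluo4 ratio.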
# * = called active by the depositor; i = inactive; ? = inconclusive; . = no result given. Not all compounds are listed; rates above refer to the full screens.
SMILES,TRPC4 potent,TRPC4 act,hERG protect,Platelet DG rel,PolyA inh,KCNQ1 act,KCNK9 inh,KCNQ1 block,KCNK3 block,Dyrk1A ADPGlo,TRPC4 inh
C/C(=N\NC(=O)c1cccc(Br)c1)c1ccccn1,i,i,-3,-1,i,i,i,i,i,2,i
COc1nc(OC)nc(N(C)CCO)n1,i,i,-4,-1,i,i,i,i,i,-12,i
Cc1ccc(NC(=O)C2CC(=O)N(c3ccc4c(c3)OCCO4)C2)cc1S(=O)(=O)N(C)C (stereo unspecified),i,i,-6,.,i,i,i,i,i,8,i
CN(C)C(=O)CSc1nnc(-c2cccs2)n1-c1ccccc1,i,i,-17,-2,i,i,i,i,i,0,i
O=c1c2ccccc2cnn1Cc1n[nH]c(=S)n1-c1ccc(Cl)cc1Cl,i,i,-6,21,i,i,i,i,.,.,i
CCC(=O)Nc1cccc(NC(=S)NC(=O)c2ccccc2C)c1,i,i,-2,0,i,i,i,i,i,2,i
CCCCCCNC(=O)c1cc(S(=O)(=O)N2CCc3ccccc32)ccc1F,i,i,-2,4,i,i,i,i,i,-2,i
CC1CCN(c2ccc(NC(=O)c3ccc([N+](=O)[O-])o3)cc2)CC1,i,i,-10,0,i,i,i,i,i,7,i
Cc1nonc1-c1csc(N)n1,i,i,2,2,i,i,i,i,i,-7,i
CCOc1ccc(NC(=O)c2nn(C)c(C(=O)Nc3ccc(OCC)cc3)c2[N+](=O)[O-])cc1,i,i,-7,4,i,i,i,i,i,12,i
Cc1ccc(N2C(=O)C3C4C=CC(CNC(=S)N5CCN(c6ccccn6)CC5)(O4)C3C2=O)cc1 (stereo unspecified),i,i,-6,13,i,i,i,i,i,-8,i
Cc1cccc(NS(=O)(=O)c2ccc3c(c2)CCN3C(=O)CCC(=O)O)c1,i,i,-7,1,i,i,i,i,i,-1,i
COC(CNS(=O)(=O)c1ccc(Cl)cc1)c1ccccc1 (stereo unspecified),i,i,-5,7,i,i,i,i,i,-3,i
Cc1ccc(C(=O)NNC(=S)Nc2cccc3ccccc23)s1,i,i,-8,-47,i,i,i,i,i,9,i
COc1ccc(C2c3sc(=O)[nH]c3SCC2C(N)=O)cc1 (stereo unspecified),i,i,-2,0,i,i,i,i,i,-5,i
Cc1ccc(S(=O)(=O)NCCNS(=O)(=O)c2ccc(C)cc2)cc1,i,i,-3,0,i,i,i,i,i,0,i
Cc1nnc(SCC(=O)Nc2ccc(Br)cn2)[nH]c1=O,i,i,-8,?,i,i,i,i,i,36,i
CCC(C)c1nc2ccsc2c(N2CCOC2=O)c1-c1ccccc1 (stereo unspecified),i,i,-5,1,i,i,i,i,i,4,i
CCN1C(=O)C(CC(=O)Nc2ccc(OC)cc2)N(Cc2ccco2)C1=S (stereo unspecified),i,i,-10,-9,i,i,i,i,i,-1,i
Clc1cc(CSc2ccccc2)nc(-c2ccccc2)n1,i,i,-7,1,i,i,i,i,i,-7,i
CCOc1ccc(OCCC(=O)OCC(=O)N2CCN(S(=O)(=O)c3ccc(C)cc3)CC2)cc1,i,i,-10,-1,i,i,i,i,i,-7,i
COc1ccc(CNC/C=C/c2ccccc2)cc1,i,i,-6,3,i,i,i,i,i,.,i
COc1ccc2c(c1OC)C(=O)OC2CC(=O)c1ccc(N(C)C)cc1 (stereo unspecified),i,i,-8,-1,i,i,i,i,i,-3,i
Clc1ccc(-c2nn3c(C4COc5ccccc5O4)nnc3s2)cc1 (stereo unspecified),i,i,-12,-3,i,i,i,i,i,-3,i
O=C(COC(=O)[C@H](Cc1ccccc1)NS(=O)(=O)c1ccccc1F)NC1CCCCC1,i,i,-23,0,i,i,i,i,i,1,i

# 5 records picked at random from those above:
SMILES,TRPC4 potent,TRPC4 act,hERG protect,Platelet DG rel,PolyA inh,KCNQ1 act,KCNK9 inh,KCNQ1 block,KCNK3 block,Dyrk1A ADPGlo,TRPC4 inh
Cc1ccc(C(=O)NNC(=S)Nc2cccc3ccccc23)s1,i,i,-8,-47,i,i,i,i,i,9,i
Cc1ccc(NC(=O)C2CC(=O)N(c3ccc4c(c3)OCCO4)C2)cc1S(=O)(=O)N(C)C (stereo unspecified),i,i,-6,.,i,i,i,i,i,8,i
O=C(COC(=O)[C@H](Cc1ccccc1)NS(=O)(=O)c1ccccc1F)NC1CCCCC1,i,i,-23,0,i,i,i,i,i,1,i
COc1ccc(CNC/C=C/c2ccccc2)cc1,i,i,-6,3,i,i,i,i,i,.,i
Clc1cc(CSc2ccccc2)nc(-c2ccccc2)n1,i,i,-7,1,i,i,i,i,i,-7,i

# Additional records:
SMILES,TRPC4 potent,TRPC4 act,hERG protect,Platelet DG rel,PolyA inh,KCNQ1 act,KCNK9 inh,KCNQ1 block,KCNK3 block,Dyrk1A ADPGlo,TRPC4 inh
COc1ccc(NC(=O)CSc2nc3ccsc3c(=O)n2CCCCCC(=O)O)cc1,i,i,-19,0,i,i,i,i,i,1,i
CCc1nn(C(C)C(=O)NCc2ccc(Cl)cc2)c(=O)c2cc3occc3n12 (stereo unspecified),i,i,-15,2,i,i,i,i,i,2,i
CSc1nc2ccc(NC(=O)c3c(-c4ccccc4)noc3C)cc2s1,i,i,-2,12,i,i,i,i,i,-5,i
CCc1cc(C(=O)NNC(=S)NCc2ccccc2)cs1,i,i,-7,1,i,i,i,i,i,3,i
CC(C)CNC(=O)c1cccc(NC(=O)C(C)C)c1,i,i,-6,2,i,i,i,i,i,-2,i
Cc1ccc(NC(=O)NNC(=O)Cn2nc(-c3ccccc3)c(-c3ccccc3)c(C#N)c2=O)cc1,i,i,-6,-3,i,i,i,i,i,2,i
Cc1ccccc1C1NC(=S)NC2=C1C(=O)CC(C)(C)C2 (stereo unspecified),i,i,-14,-1,i,i,i,i,i,.,i
COc1ccc(OCc2cc(C(=O)NCCN3CCCC(O)C3)no2)c(Cl)c1 (stereo unspecified),i,i,-8,-3,i,i,i,i,i,3,i
COCCNC(=O)c1ccc(S(=O)(=O)c2ccc(Cl)cc2)c(NC(C)=O)c1,i,i,0,10,i,i,i,i,i,-4,i
Cc1ccc(NC(=O)C(C)N=C2NS(=O)(=O)c3ccccc32)cc1F (stereo unspecified),i,i,-6,-34,i,i,i,i,i,-5,i
Cc1nc2nc(SCC(=O)C(C)(C)C)[nH]c2cc1Br,i,i,1,5,i,i,i,i,i,21,i
c1ccc(N2CCN(Cc3nnnn3C3CCCCC3)CC2)cc1,i,i,-8,0,i,i,i,i,i,-9,i
O=C(c1cc(-c2ccncc2)nc2ccc(Br)cc12)N1CCN(Cc2ccc3c(c2)OCO3)CC1,i,i,-3,-1,i,i,i,i,i,-4,i
C/C=C/c1ccc(OCCOc2cc(C=O)ccc2OC)c(OC)c1,i,i,-9,-5,i,i,i,i,i,-5,i
CC(=O)c1ccc(S(=O)(=O)N2CCN(C(=O)/C=C/c3ccc4ccccc4n3)CC2)cc1,i,i,-12,-11,i,i,i,i,i,-1,i
Clc1ccc(-c2cc(C3CCNCC3)[nH]n2)cc1,i,i,-11,-1,i,i,i,i,i,3,i
COc1ccccc1NC(=O)c1cccc2c(Br)cccc12,i,i,2,0,i,i,i,i,i,3,i
COc1ccc(-n2c(SCC(=O)Nc3ccc(C(N)=O)cc3)nc3c([nH]c4ccccc43)c2=O)cc1OC,i,i,-5,1,i,i,i,i,i,-7,i
Cc1ccc(C)c(N2CCN(S(=O)(=O)c3ccc4c(c3)oc(=O)n4C)CC2)c1,i,i,-8,-7,i,i,i,i,i,1,i
COc1ccc(S(=O)(=O)N2CCC(C(N)=O)CC2)cc1,i,i,-14,8,i,i,i,i,i,.,i
O=C(O)/C=C/c1ccc(S(=O)(=O)NCc2ccco2)cc1,i,i,-11,-8,i,i,i,i,i,0,i
Cc1cccc(C(=O)O/N=C(\N)c2cccc([N+](=O)[O-])c2)c1,i,i,-7,-3,i,i,i,i,i,7,i
COC(=O)c1ccccc1NC(=O)CN(c1ccc(OC)cc1)S(C)(=O)=O,i,i,-6,-1,i,i,i,i,i,1,i
O=C(CCN1CCCCC1)c1ccccc1,i,i,-8,-11,i,i,i,i,i,4,i
CN(C)S(=O)(=O)n1cc(/C=C(\NC(=O)c2ccccc2F)C(=O)N2CCOCC2)c2ccccc21,i,i,-3,-7,i,i,i,i,i,-2,i
# (more compounds)
SMILES,TRPC4 potent,TRPC4 act,hERG protect,Platelet DG rel,PolyA inh,KCNQ1 act,KCNK9 inh,KCNQ1 block,KCNK3 block,Dyrk1A ADPGlo,TRPC4 inh
N#Cc1ccccc1S(=O)(=O)N1CCN(S(=O)(=O)c2ccc(Br)c(C(=O)O)c2)CC1,i,i,-2,12,i,i,i,i,i,1,i
Cc1ccccc1CSCC(=O)N/N=C/c1cccs1,i,i,-12,.,i,i,i,i,i,3,i
CC(C)c1ccccc1NC(=O)COC(=O)c1cc([N+](=O)[O-])ccc1N1CCOCC1,i,i,-17,.,i,i,i,i,i,8,i
Cc1nc(N2CCN(C)CC2)c2c(C)c(C(=O)Nc3ccc(F)cc3)sc2n1,i,i,-4,6,i,i,i,i,i,5,i
COc1cc(/C=N/NC(=S)NCCN2CCOCC2)ccc1O,i,i,-8,-4,i,i,i,i,i,2,i
COc1ccc(C(=O)NC(=O)COC(=O)c2ccc3ncsc3c2)cc1,i,i,-11,-3,i,i,i,i,.,.,i
CCCCC(=Nc1ccccc1OC)C1=C(O)CC(c2ccccc2)CC1=O (stereo unspecified),i,i,-12,-4,i,i,i,7*,i,-4,i
S=c1[nH]ncn1/N=C/c1ccc(Br)cc1,i,i,-10,5,i,i,i,i,i,-1,i
O=C(c1ccc2nc(N3CCOCC3)sc2c1)N1CCC(Cc2ccccc2)CC1,i,i,-14,7,i,i,i,i,i,-2,i
O=C(c1ccccc1-c1ccccc1)N1CCOCC1,i,i,-4,5,i,i,i,i,i,1,i
c1ccc(CSc2nnc(-c3ccco3)n2Cc2ccccc2)cc1,i,i,-14,1,i,i,i,i,i,1,i
O=C(N/N=C\C=C\c1ccc2c(c1)OCO2)c1cccnc1,i,i,-6,-1,.,i,i,i,i,0,i

# Compound activity (PubChem)
